K1F lysis inhibition – inhibition of K1F phage lysis, E. coli UTI89, bacterial capsule biogenesis inhibitors, alamar blue (AID 488966) | E. coli UTI89 K1F phage lysis, alamar blue, 2 h; higher % means a stronger effect | one-dose inhibition, % at 100 µM; IC50 in µM for titrated hits | hit rate 0.02% among 340,000;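 active means phage lysis inhibition, versus mean bacterial control, above a set limit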;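 further: capsule biogenesis inhibitors block K1F phage lysis so surviving cells raise fluorescence; higher fluorescence means more inhibition of phage lysis; actives were called in the ten point dose series up to 300 µM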
ER stress rescue – rescue of cells from ER stress-induced death, primary screen, 384-well, CSM14.1, thapsigargin, ATP luminescence (AID 1222); cellular ATP content (survival), % at 20 µM; hits with a dose series show EC50 in µM; 190,000 tested, under 10 active; CSM14.1 thapsigargin-induced death rescue, ATP luminescence; higher % means a stronger effect;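 active means EC50 below 50 µM in the dose-response confirmation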;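 further: death triggered by thapsigargin at about 15 µM added after 2 h compound pretreatment; cell ATP read after overnight thapsigargin exposure of roughly 18 to 22 hours; normalized against plate controls of thapsigargin alone and 5% DMSO vehicle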
PMI inhibitors – inhibitors of human PMI, primary screen, biochemical, fluorescence intensity, coupled assay (AID 1209). Mannose-6-phosphate isomerase (Homo sapiens). purified PMI enzyme, coupled fluorescence intensity; higher % means a stronger effect. inhibition, % at 20 µM; hits with a dose series show IC50 in µM. hit rate 0.42% among 190,000;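 further: plate controls were DMSO vehicle for no effect and wells lacking substrate for full effect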
TNAP activators – human TNAP enzyme activators, primary screen, biochemical, luminescent, no phosphate acceptor, uHTS (AID 1001); Alkaline phosphatase, tissue-nonspecific isozyme (Homo sapiens); purified TNAP, luminescent activation assay, no phosphate acceptor; higher activation fold means a stronger effect; activation fold at 20 µM; hits with a dose series show EC50 in µM; hit rate 0.03% among 200,000; in the data active means activation fold from about 3, or a potency from the dose series; inactive means the rest, 99 in 100 with activation fold below about 1.6; further: many of its hits are not listed in these tables
human PMI inhibitors – human PMI inhibitors, high substrate, primary screen, biochemical, fluorescence intensity, high mannose 6-phosphate (AID 1220) | one-dose inhibition, % at 20 µM; IC50 in µM for titrated hits | recombinant PMI enzyme, coupled fluorescence intensity; higher % means a stronger effect | Mannose-6-phosphate isomerase (Homo sapiens) | hit rate 0.66% among 190,000
Myeloid diff MLP – induction of myeloid progenitor differentiation, primary screen, cell-based, flow cytometry, MLPCN library; hit rate 1% among 360,000; ER-HoxA9 myeloid progenitors, lysozyme-GFP differentiation; calls only at 10 µM; AID 624256, 2012;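 active means normalized GFP-positive differentiation at or above the plate's own cutoff, the solvent-only control mean plus 3 SD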;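 further: cells exposed to compound for four days before flow analysis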
Lipid droplet – inhibitors of hepatocyte lipid droplet formation, primary screen, imaging, high-throughput imaging, BODIPY stain. hit rate 0.4% among 240,000. AID 1656, 2009. AML12 mouse hepatocytes, oleate lipid droplets. inhibition, % at 6.5 µM;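 active means lipid droplet intensity inhibited by at least 50%, with more than 500 cells counted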
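material = mouse AML12 hepatocyte cell line, fixed after treatment | also added = 100 µM oleic acid challenge | doses = compound at 6.5 µM only | schedule = overnight exposure | technique = Image-based BODIPY and DAPI two-channel analysis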
M1AAP inhibition – P. falciparum M1AAP inhibitors, biochemical, fluorogenic H-Leu-NHMec substrate, 1536-well (AID 1445); inhibition, % at 30 µM, or IC50 in µM where a hit was titrated; Aminopeptidase N (Plasmodium falciparum (isolate 3D7)); recombinant M1AAP, H-Leu-NHMec fluorogenic kinetic assay; higher % means a stronger effect; hit rate 0.42% among 220,000;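 active means primary inhibition above the hit cutoff, then over 50% inhibition at one or more dose response concentrations, cut at about 23% in these data, passing the limit was not always enough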;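 further: plate controls were DMSO full reaction for no effect and no enzyme background for full effect; strong numbers were not always called active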
WT yeast gro inh – growth inhibition of WT strain, primary screen, mitochondrial fusion inhibitor project, WT and mutant strains, chemical genetic. inhibition, % at 10 µM. mitochondrial fusion phenotypic screen. AID 1362, 2008. hit rate 2.1% among 190,000; in the data active means inhibition above about 58%; tested in S. cerevisiae
WT yeast gro inh mutant strain – second read-out of WT yeast gro inh, no call of its own (marks repeat the call); inhibition, %; mitochondrial fusion phenotypic screen, mutant strain inhibition
Lipid droplet cells 6.5 µM – recorded beside Lipid droplet, whose call it bears; cell count; measured here: cell count, cytotoxicity flag;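 cells counted across two imaged fields per well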
Myeloid diff MLP GFP+ MAC1+ % – further read-out of Myeloid diff MLP, marked with its call; GFP+ MAC1+ double positive, %; measured here: differentiation confirmed by MAC1 staining
Starred values were filed as active, the others as inactive; i = inactive; . = no result given; + = active, no number; [ ] = another dose, or the depositor's remark. Unless noted, no stated cut-off is given here; in the data, active means inhibition above about 50%; inactive means the rest.

SMILES | K1F lysis inhibition | ER stress rescue | PMI inhibitors | TNAP activators | human PMI inhibitors | Myeloid diff MLP | Myeloid diff MLP GFP+ MAC1+ % | Lipid droplet | Lipid droplet cells 6.5 µM | M1AAP inhibition | WT yeast gro inh | WT yeast gro inh mutant strain
CCOc1ccc(NC(=O)Nc2cccnc2)cc1 | 0.1% | -3.5% | 0% | 1.1 | -5% | i | 0.2 | 1 | 706 | -3% | 36 | 28
O=C(CCC(=O)Nc1ccccc1)N/N=C/C=C/c1ccccc1 | -14% | -1.8% | 4% | 0.9 | 4% | i | 0.3 | -6 | 640 | 8% | -9 | -5
O=C(CN1C(=O)CCS(=O)(=O)c2ccccc21)Nc1cccc(F)c1 | 1.6% | -2.5% | 5% | 1.1 | -2% | i | 0.5 | 18 | 747 | 10% | -8 | 33
Cn1nc(C(=O)OCC(=O)c2ccc[nH]2)c2ccccc2c1=O | -0.4% | -0.2% | -4% | 1.1 | 7% | i | 0.5 | 6 | 721 | 1% | 20 | 5
Cc1cccc(Oc2nccc(C(F)(F)F)c2C(=O)Nc2ccc(F)cc2F)c1 | -1.0% | . | . | . | . | i | 0.9 | -7 | 640 | 4% | . | .
COCCNC(=O)Cc1cn(C)c2ccccc12 | 0.4% | -1.2% | -5% | 1.1 | -9% | i | 0.7 | 2 | 716 | 2% | 14 | -9
N#C/C(=C\c1ccc(OC(=O)c2ccc(Cl)s2)cc1)c1nc2ccccc2[nH]1 | 2.9% | -4.1% | 27% | 1 | 9% | i | 0.5 | 6 | 603 | 5% | 6 | -12
CCCOc1ccc(/C(O)=C2/C(=O)C(=O)N(CCOC)C2c2cccnc2)cc1 (stereo unspecified) | . | -2.6% | -15% | 1 | -14% | . | . | . | . | -9% | -6 | -18
COC(=O)c1nc[nH]c1C(=O)OC | -1.4% | . | . | . | . | i | 0.5 | 18 | 742 | 4% | . | .
Cc1nc2ccc3[nH]snc3c2n1 | -0.6% | 3.9% | 7% | 1.1 | 3% | i | 1.3 | 2 | 733 | 6% | -7 | 6

Whole records from above. Order of screens: K1F lysis inhibition, ER stress rescue, PMI inhibitors, TNAP activators, human PMI inhibitors, Myeloid diff MLP, Myeloid diff MLP GFP+ MAC1+ %, Lipid droplet, Lipid droplet cells 6.5 µM, M1AAP inhibition, WT yeast gro inh, WT yeast gro inh mutant strain
O=C(CN1C(=O)CCS(=O)(=O)c2ccccc21)Nc1cccc(F)c1 reads 1.6%, -2.5%, 5%, 1.1, -2%, i, 0.5, 18, 747, 10%, -8, 33
Cc1cccc(Oc2nccc(C(F)(F)F)c2C(=O)Nc2ccc(F)cc2F)c1 reads -1.0%, ., ., ., ., i, 0.9, -7, 640, 4%, ., .
COC(=O)c1nc[nH]c1C(=O)OC reads -1.4%, ., ., ., ., i, 0.5, 18, 742, 4%, ., .

Fetched by structure from the entries so far, three records:
SMILES | K1F lysis inhibition | ER stress rescue | PMI inhibitors | TNAP activators | human PMI inhibitors | Myeloid diff MLP | Myeloid diff MLP GFP+ MAC1+ % | Lipid droplet | Lipid droplet cells 6.5 µM | M1AAP inhibition | WT yeast gro inh | WT yeast gro inh mutant strain
Cn1nc(C(=O)OCC(=O)c2ccc[nH]2)c2ccccc2c1=O | -0.4% | -0.2% | -4% | 1.1 | 7% | i | 0.5 | 6 | 721 | 1% | 20 | 5
CCOc1ccc(NC(=O)Nc2cccnc2)cc1 | 0.1% | -3.5% | 0% | 1.1 | -5% | i | 0.2 | 1 | 706 | -3% | 36 | 28
O=C(CCC(=O)Nc1ccccc1)N/N=C/C=C/c1ccccc1 | -14% | -1.8% | 4% | 0.9 | 4% | i | 0.3 | -6 | 640 | 8% | -9 | -5

(listing goes on)
SMILES | K1F lysis inhibition | ER stress rescue | PMI inhibitors | TNAP activators | human PMI inhibitors | Myeloid diff MLP | Myeloid diff MLP GFP+ MAC1+ % | Lipid droplet | Lipid droplet cells 6.5 µM | M1AAP inhibition | WT yeast gro inh | WT yeast gro inh mutant strain
Cc1[nH]c2ccccc2c1CCNC(=O)CCC(=O)c1ccccc1 | -0.5% | 0.0% | -1% | 1.2 | 1% | i | 0.5 | -7 | 559 | 1% | 7 | -4
CC(C)(C)N1CC2([N+](=O)[O-])CN(C(C)(C)C)CC([N+](=O)[O-])(C1)C2 | 0.1%[50 µM] | -1.3% | 13% | 1 | 6% | i | 0.7 | . | . | 2% | -6 | -28
Cc1cccc(Cc2nnc(CCC(=O)N(CC3CC3)CC3CCCO3)o2)c1 (stereo unspecified) | 0.1% | -0.6% | 7% | 1.1 | 0% | i | 1.0 | 8 | 720 | 3% | 17 | 7
Cc1nnsc1C(=O)Nc1cccc(Cl)c1Cl | 0.2% | -2.3% | -10% | 1.1 | -4% | i | 1.1 | 8 | 747 | 0% | 9 | 1
CCn1c(SCc2nc(-c3ccc(OC)c(OC)c3)no2)nnc1-c1cccs1 | 1.3% | 0.0% | 0% | 1.1 | -4% | i | 1.2 | -24 | 521 | 1% | 16 | 17
CC1SC(c2ccc(F)cc2)NC1=O (stereo unspecified) | 0.0% | -0.3% | -8% | 1.1 | -15% | i | 0.3 | 2 | 681 | 2% | -8 | -23
C#CCNC(=O)C1=C[C@@H](C2CCCCC2)C[C@@H](OCc2ccc(CO)cc2)O1 | -0.5% | 3.2% | 16% | 1.1 | 20% | i | 1.9 | -2 | 682 | 1% | -8 | 4
CC(C)CNC(=O)CC1Nc2ccccc2NC1=O (stereo unspecified) | 0.1% | 0.9% | -51% | 1.2 | -30% | i | 0.3 | 22 | 702 | 9% | 7 | 10
COc1ccccc1NC(=O)c1csc(-n2nc(C)cc2C(F)(F)F)n1 | -0.2% | -0.8% | 3% | 1.2 | 12% | i | 0.9 | . | . | -3% | 11 | 6
CCCC(c1nnnn1Cc1ccc(OC)cc1)N1CCN(c2ccccc2OC)CC1 (stereo unspecified) | 0.0% | 0.0% | 4% | 1 | -9% | i | 0.9 | 2 | 751 | 7% | 5 | -3
O=C(CCN1CCN(C(c2ccccc2)c2ccccc2)CC1)N/N=C/c1ccc(O)cc1O | 0.5%[50 µM] | 1.4% | 0% | 1.7 | -22% | i | 0.5 | -19 | 463 | -9% | 3 | -4
CCCn1c(SCC(=O)N2CCN(c3ccc(OC)cc3)CC2)nc2c1c(=O)n(C)c(=O)n2C | -0.3% | -2.8% | 7% | 1.1 | 12% | i | 11 | . | . | 6% | -5 | -5
Cc1ccccc1N(CC(=O)NC1CCCC1)C(=O)CS(=O)CC(=O)Nc1ccc2c(c1)OCO2 (stereo unspecified) | 8.7% | 1.3% | 4% | 1.1 | 5% | i | 1.0 | . | . | 64µM* | 2 | 4
CC(=O)c1ccc(OC(=O)C2c3ccccc3Oc3ccccc32)cc1 | 0.9% | -0.3% | 12% | 1.1 | 4% | i | 0.0 | . | . | 10% | -20 | -19
CN(C)/C=N/c1c(C#N)nnn1Cc1ccccc1 | 5.2% | 0.4% | 2% | 1.1 | -1% | i | 2.4 | . | . | -7% | 9 | 0
CC(=O)Cc1nsc(NC(=O)c2cc(-c3ccc(Cl)c(Cl)c3)oc2C)n1 | 0.0% | 1.0% | -2% | 1.1 | -14% | i | 1.3 | . | . | -7% | 1 | -4
Cc1ccc(-n2c(-c3ccccc3)cc(=O)nc2C)cc1 | 1.7% | -0.8% | -5% | 1.1 | -10% | i | 7.8 | . | . | -1% | 0 | -7
COc1cccc(C(=O)NCC2CCCO2)c1 (stereo unspecified) | . | 0.6% | 18% | 1.1 | 15% | . | . | 9 | 594 | 6% | -14 | 7
CC(C)C(=O)Nc1cccc(C(=O)NCCc2ccc(S(N)(=O)=O)cc2)c1 | -0.7% | -1.5% | 3% | 1 | 3% | i | 2.3 | 4 | 756 | 9% | -7 | 3
Cc1nn(-c2ccccc2)c(C)c1[N+](=O)[O-] | -0.1% | -0.3% | 3% | 1.2 | 8% | i | 0.2 | 16 | 697 | 5% | -19 | -4
CC(C)CCNC(=O)C1CC(c2ccc(C(F)(F)F)cc2)=NO1 (stereo unspecified) | -0.9% | . | . | . | . | i | 1.3 | 15 | 684 | 4% | . | .
CCOC(=O)c1ccc(NC(=O)CN(C)S(=O)(=O)c2ccc(OC)cc2)cc1 | 0.9% | 2.3% | 2% | 1 | -4% | + | 2.7* | -3 | 804 | -1% | 13 | -4
CCCS(=O)(=O)n1nc(-c2ccccc2)cc1N | 9.7% | 0.2% | -4% | 1 | -3% | i | 1.6 | . | . | 4% | 9 | 11
COc1ccc(CN(C(=O)c2ccc3c(c2)OCCO3)C(C(=O)NC2CCCCC2)c2ccc3ncccc3c2)cc1 (stereo unspecified) | 3.0% | 31µM* | 4% | 1.1 | 3% | i | 2.9 | . | . | 0% | -1 | -5
CN1CCN(C(=O)CCc2nc3ccccc3c(=O)[nH]2)CC1 | 0.6% | -2.5% | -2% | 1.1 | -2% | i | 0.7 | 12 | 776 | -2% | 28 | 22
O=C(O)CSCC(=O)Nc1ccc(S(=O)(=O)N2CCCCC2)cc1 | 2.6% | -0.7% | -3% | 1.1 | 8% | i | 0.9 | . | . | -1% | -12 | -20
Cc1ccc(NC(=O)C(C)S)cc1 (stereo unspecified) | 0.1% | . | . | . | . | i | 0.9 | 7 | 688 | -5% | . | .
Cc1ccc2c(c1)N(C(=O)c1ccco1)C(C)(C)c1ssc(=S)c1-2 | 0.0% | 1.3% | 3% | 1 | 10% | i | 0.4 | 34 | 807 | 12% | 41 | 4
Cc1ccc[n+](C(C)C(=O)Nc2ccc(C)c([N+](=O)[O-])c2)c1 (stereo unspecified) | 1.2% | -1.0% | 0% | 1 | -1% | i | 1.0 | . | . | 6% | -3 | -7
CSc1nnc(-c2ccccc2SC)o1 | -0.1% | -0.9% | 7% | 1.1 | 5% | i | 0.7 | 21 | 738 | -8% | 15 | 0
O=c1c(C(c2ccccc2)c2c(O)sc3ccccc3c2=O)c(O)sc2ccccc12 | -0.3% | 0.0% | 3% | 1.2 | 5% | i | 1.9 | 2 | 775 | 17% | -12 | 7
COc1ccc(-c2nnc(NC(=O)c3cc(C)on3)s2)cc1 | >75µM* | -3.1% | -2% | 0.9 | -11% | i | 0.9 | 15 | 666 | 9% | 22 | 21
NS(=O)(=O)c1ccc(CNC(=O)Cc2ccccc2F)cc1 | 0.2% | -0.9% | -6% | 1.1 | -7% | i | 0.0 | 4 | 715 | -2% | -2 | 10
O=C1CC(c2ccc(Cl)cc2)CC(=O)C1CS(=O)(=O)c1ccccc1 (stereo unspecified) | -3.9% | -11% | -60% | 1 | 1% | i | 0.3 | -2 | 657 | 0% | 5 | 0
